# POLB inh – blocks human DNA polymerase beta activity; P06746; Pol beta primer extension/strand displacement, fluorescence kinetic; Potency, µM (highest dose often 114 µM), for the others: top-dose activity change, negative = inhibition, hits mostly inhibitors; 340,000 tested, 1.3% active; AID 485314; note: potency is the fitted concentration of half-maximal effect; % is set by controls: 0 for no effect and ±100 for the full control effect
#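 Values derive from four-parameter Hill fits of normalized kinetic data: reads at 0 and 10 min following addition of 50 nM substrate to 10 nM Pol beta preincubated 15 min with compound.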
# APE1 inh – inhibitors of human APE1 endonuclease | P27695 | recombinant APE1, TAMRA/BHQ-2 abasic DNA cleavage fluorescence | Potency, µM (highest dose often 65.8 µM), inactives show top-dose activity change, negative = inhibition, usual class: inhibitors | 350,000 tested, 0.35% active | AID 2517;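 note: potency is the fitted concentration of half-maximal effect; plate controls were vehicle for no effect and reference inhibitor for full effect; nearly all actives have a fitted effect of over 55% in size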
#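 Activity was derived from the fluorescence gain between first and third kinetic reads (60 s intervals, ex 525/em 598 nm) after 50 nM THF-abasic TAMRA/BHQ-2 duplex was added to 0.75 nM APE1 preincubated 15 min with compound.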
# RXFP1 antagonist – RXFP1 (human) relaxin receptor antagonism; AID 1259400; Q9HBX9; activity change, negative = inhibition, % at 57.5 µM; HEK293-RXFP1, relaxin-stimulated cAMP HTRF, 30 min; active compounds read low; 350,000 tested, 0.59% active;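 active = activity change of -60% or lower, but not beyond a set lower limit; inconclusive = change between -60% and -40%, or beyond the set limit; inactive = change above -40%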; note: % is set by controls: 0 for no effect and ±100 for the full control effect
# Tb PGK inh – T. brucei PGK inhibition. PGK/GAPDH coupled, Kinase-Glo luminescence, 60 min. 380,000 tested, 0.043% active. Potency, µM (top dose mostly 57.5 µM), inactives show top-dose activity change, negative = inhibition, most hits filed as inhibitors. AID 602233; note: potency is the fitted concentration of half-maximal effect; % is set by controls: 0 for no effect and ±100 for the full control effect; nearly all actives have a fitted effect of over 60% in size
#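 Luminescent ATP detection (Kinase-Glo Plus) follows a 60-minute room-temperature incubation, with wells lacking PGK as controls. Buffer: 100 mM TEA (pH 7.6), 5 mM MgCl2, 0.01% Tween-20. Coupling enzyme GAPDH (100 nM final) supplies unstable 1,3-BPG in-well.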
# Pol kappa inh – inhibitors of human DNA polymerase kappa. 400,000 tested, 0.53% active. Potency, µM (titrated, usually from 107 µM), inactives show top-dose activity, negative = inhibition, hits mostly inhibitors. purified Pol kappa, fluorescent DNA synthesis assay, 10 min. AID 588579; note: potency is the fitted concentration of half-maximal effect; % is set by controls: 0 for no effect and ±100 for the full control effect
#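 Inhibition of 10 nM Pol kappa is measured by a fluorescent read-out at 0 and 10 min following addition of 50 nM substrate (final), with a 15-min room-temperature compound preincubation.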
# Apoferritin bind – binds horse apoferritin like a general anesthetic | 350,000 tested, 0.074% active | P02791 | Potency, µM (series often up to 77.5 µM), inactives show top-dose activity change, negative = displacement, usual class: inhibitors | AID 485281 | apoferritin/1-aminoanthracene competitive binding, fluorescence; note: potency is the fitted concentration of half-maximal effect; % is set by controls: 0 for no effect and ±100 for the full control effect; nearly all actives have a fitted effect of over 20% in size
#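 Steps: apoferritin (10 uM) was premixed with half-saturated 1-AMA in PBS, compounds were pin-transferred, plates stood 10 min at room temperature, fluorescence was read at 380/535 nm, and curves were fitted with a Hill equation.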
# BLM helicase inh – Bloom syndrome helicase (human) inhibition | P54132 | recombinant BLM DNA unwinding, fluorescence dequenching | Potency, µM (top dose mostly 56.1 µM), without a hit: top-dose activity change, negative = inhibition, hits mostly inhibitors | 350,000 tested, 0.2% active | AID 2528;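 note: potency is the fitted concentration of half-maximal effect; plate controls were vehicle for no effect and no enzyme for full effect; nearly all actives have a fitted effect of over 35% in size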
# Target sequence (P54132 whole entry, looked up): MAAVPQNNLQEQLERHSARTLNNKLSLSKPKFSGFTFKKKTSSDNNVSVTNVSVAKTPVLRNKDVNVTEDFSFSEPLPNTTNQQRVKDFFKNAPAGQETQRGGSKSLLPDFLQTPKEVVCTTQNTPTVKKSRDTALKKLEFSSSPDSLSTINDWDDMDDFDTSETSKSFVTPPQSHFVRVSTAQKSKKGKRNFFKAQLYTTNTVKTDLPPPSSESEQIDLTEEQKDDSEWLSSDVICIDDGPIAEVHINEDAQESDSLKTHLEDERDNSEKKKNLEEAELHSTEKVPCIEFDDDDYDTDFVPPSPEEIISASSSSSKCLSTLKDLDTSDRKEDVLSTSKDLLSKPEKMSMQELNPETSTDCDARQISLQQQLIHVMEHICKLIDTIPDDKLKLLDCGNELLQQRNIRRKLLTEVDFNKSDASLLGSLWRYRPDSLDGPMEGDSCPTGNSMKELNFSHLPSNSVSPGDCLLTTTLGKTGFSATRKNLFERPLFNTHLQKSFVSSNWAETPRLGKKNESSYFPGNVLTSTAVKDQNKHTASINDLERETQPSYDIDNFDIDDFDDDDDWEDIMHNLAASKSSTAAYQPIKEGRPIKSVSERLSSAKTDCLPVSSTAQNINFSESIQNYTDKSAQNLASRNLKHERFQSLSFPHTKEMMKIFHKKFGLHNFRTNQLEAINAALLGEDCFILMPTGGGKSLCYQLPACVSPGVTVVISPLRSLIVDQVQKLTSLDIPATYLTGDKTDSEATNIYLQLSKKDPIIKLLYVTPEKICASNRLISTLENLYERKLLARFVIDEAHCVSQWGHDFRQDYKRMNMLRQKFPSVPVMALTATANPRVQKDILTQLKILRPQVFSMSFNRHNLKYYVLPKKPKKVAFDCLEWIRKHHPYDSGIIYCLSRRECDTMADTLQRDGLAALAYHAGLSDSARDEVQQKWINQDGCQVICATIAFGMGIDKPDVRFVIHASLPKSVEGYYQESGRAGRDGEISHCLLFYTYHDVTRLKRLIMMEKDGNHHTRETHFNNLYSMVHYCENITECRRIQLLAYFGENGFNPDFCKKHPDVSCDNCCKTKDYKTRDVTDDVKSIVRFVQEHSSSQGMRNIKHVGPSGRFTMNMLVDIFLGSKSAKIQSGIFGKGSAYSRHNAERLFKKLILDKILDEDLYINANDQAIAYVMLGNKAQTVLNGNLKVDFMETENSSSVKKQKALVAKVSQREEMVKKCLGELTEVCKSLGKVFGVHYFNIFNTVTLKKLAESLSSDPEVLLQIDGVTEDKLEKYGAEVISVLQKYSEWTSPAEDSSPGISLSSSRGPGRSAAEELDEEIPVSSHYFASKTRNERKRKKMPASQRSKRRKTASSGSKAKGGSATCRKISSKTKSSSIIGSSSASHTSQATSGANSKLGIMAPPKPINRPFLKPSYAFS
# Pol iota inh – inhibitors of human DNA polymerase iota. Potency, µM (titrated, usually from 115 µM), for inactives: at the highest dose activity, negative = inhibition, most hits filed as inhibitors. Pol iota fluorescent replication assay, 10 min. 390,000 tested, 1% active; note: potency is the fitted concentration of half-maximal effect
#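 Fluorescent replication assay read twice, at 0 min and 10 min after adding 50 nM (final) substrate. Enzyme (10 nM) and compounds were first incubated 15 min at room temperature; enzyme-free buffer wells were negative controls.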
# POLH inh – DNA polymerase eta (human) inhibition | Q9Y253 | recombinant Pol eta, fluorescent DNA replication assay | Potency, µM (titrated, usually from 114 µM), inactives show at the highest dose activity change, negative = inhibition, actives largely listed as inhibitors | 390,000 tested, 1.2% active | AID 588591; note: potency is the fitted concentration of half-maximal effect; % is set by controls: 0 for no effect and ±100 for the full control effect
#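 Pol eta at 10 nM preincubated with compounds 15 min at room temperature; reaction started with fluorescent substrate (50 nM final) and read kinetically at 0 and 10 min.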
# Active calls of the source: *; i = inactive; ? = inconclusive; / = not tested or not shown; & = joins results of further samples; [ ] = remark or other dose. Unless noted, calls come from the whole dose curve; as a rule, active = well fitted curve in the direction sought with a large enough effect; inconclusive = small, poorly fitted or top-dose-only effect, or another doubt; inactive = no such curve, though single readings can be large; an effect the other way counts as inactive or inconclusive.
SMILES,POLB inh,APE1 inh,RXFP1 antagonist,Tb PGK inh,Pol kappa inh,Apoferritin bind,BLM helicase inh,Pol iota inh,POLH inh
COc1ccc(-c2nn(Cc3ccccc3)cc2C(=O)N2CCN(c3ccccn3)CC2)cc1OC,/,28%,-10,0%,-19%,/,/,7%,-13%
CCOC(=O)/C(C#N)=C1/SC(C)C(=O)N1c1ccc(Br)cc1 (stereo not given),1%,-2%,-1,-7%,-25%,-21%,-4%,-1%,-2%
O=C(COc1ccc(Cl)cc1)Nc1ncccn1,12%,-7%,-30,3%,-4%,2%,-6%,-3%,-11%
O=C(NOCc1ccccc1)c1coc(-c2ccccc2)n1,/,-15%,/,6%,-13%,/,/,1%,-8%
CCc1sc(Nc2ccc(Cl)cc2)nc1-c1cc2cccc(OC)c2oc1=O,-1%,/,-22,6%,-2%[60.1 µM],-17%,-10%,4%,-11%
CCCOc1ccc(NC(=O)CCC(=O)NC(C)c2ccccc2)cc1 (stereo not given),0%,4%,5,-5%,-2%,-9%,-2%,1%,-9%
CC(=O)C1=C(O)CC(C)(C)CC1=NCCc1nc2ccccc2[nH]1,-1%,0%,-5,-1%,-15%,-4%,0%,125%[activator],-2%
c1nc(COc2nsnc2N2CCOCC2)cs1,31%,-4%,5,i,-10%,-12%,2%,-13%,4%
COC(=O)c1ccc([C@H]2Nc3ccc(S(=O)(=O)Nc4ccc(C)cc4)cc3[C@H]3C=CC[C@H]32)cc1,?,/,-26,-6%,-18%,?,-17%,?,?
C/C(=N\NC(=O)c1ccccn1)C12CC3CC(CC(C3)C1)C2,27%,-3%,-7,10%,0%,?,2%,35%[activator],4%
CCOc1cccc(C2c3c(oc4ccc(F)cc4c3=O)C(=O)N2CCc2ccc(OC)cc2)c1 (stereo not given),10%,/,-6,2%,11%,-3%,0%,17%,-12%
O=C(Nc1cccc2cccnc12)c1cccc(N2C(=O)CCC2=O)c1,12%,-8%,2,0%,-9%,-11%,-3%,5%,-13%
CN1CCc2nc(SCc3ccc(Cl)cc3)c(C#N)c(-c3cccs3)c2C1,/,/,-9,-7%,-5%,/,/,46%[activator],0%
Cc1ccc(OCCCC(=O)NC(C)c2ccccc2)c(C)c1 (stereo not given),-22%,1%,-7,i,7%,-17%,-13%,29%,-12%
CCc1nc2ccccc2c(C(=O)NCc2ccc(OC)cc2)c1C,1%,-6%,0,i,6%,-10%,-1%,40%[activator],-20%
CC1CN(S(=O)(=O)c2ccc(C(=O)Nc3ccccc3F)cc2)CC(C)O1 (stereo not given),/,-9%,11,6%,-6%,/,/,-14%,-7%
CC1(c2nnc(-c3ccncc3)o2)CC(c2ccc(F)cc2)=NO1 (stereo not given),-1%,3%,/,6%,-14%,-2%,-2%,-5%,-14%
N#C/C(C(=O)N1CCOCC1)=c1/s/c(=C\c2ccccn2)c(=O)n1-c1ccccc1,24%,14%,-2,-5%,-14%,-4%,-11%,60%[activator],-15%
CC(C)(C)c1ccc(N2C(=O)CC(c3ccccc3)C2=O)cc1 (stereo not given),-6%,27%,-7,6%,-13%,-12%,-4%,-13%,2%
O=C(CCc1nnc2ccc(NCc3ccco3)nn12)Nc1ccc(F)cc1F,1%,45%[activator],-27,i,3%,-16%,-3%,23%,-18%
O=C(NC1CC2CCCC(C1)N2Cc1cccs1)N1CCOCC1 (stereo not given),20%,-1%,-3,-4%,3%,-7%,0%,-4%,-5%
CC(C)c1ccc(Nc2sc(C(=O)c3ccccc3)c(N)c2S(=O)(=O)c2ccccc2)cc1,-14%,/,-18,-10%,-3%[60.1 µM],78%[activator],-7%,17%,-21%
CC(=O)c1cccc(NC(=O)c2ccc3c(c2)CCN3S(=O)(=O)c2ccccc2)c1,35%&0%,-7%,-12&0,i,-9%&-20%,8%&-5%,-6%&-6%,?,-10%&-13%
COc1ccccc1NC(=O)c1c(NCc2ccc(OC)c(OC)c2OC)sc2c1CCC2,3%,/,-5,6%,-15%[60.1 µM],-11%,-1%,?,-7%
Cc1ccc(NNC(=O)Nc2ccc(Cl)cc2)nn1,4%,0%,-9,-2%,-4%,-2%,0%,?,0%
CC(=O)c1cc2c(cc1NS(=O)(=O)c1ccc(C)cc1)OCO2,1%,-4%,2,-6%,-6%,-10%,-2%,28%,3%
COc1ccc(/C=N\NC(=O)c2ccccc2OC)cc1COc1c(F)c(F)c(F)c(F)c1F,-2%,-18%,-19,-1%,-6%,?,-9%,91%[activator],-16%
CC(C)CN(C(=O)CN1CCN(c2ccccc2O)CC1)c1c(N)n(CC(C)C)c(=O)[nH]c1=O,9%,0%,-21,i,1%,-12%,3%,?,-12%
O=C(CN1C2CCC1CC(NC(=O)Nc1ccccc1)C2)NCc1ccco1 (stereo not given),?,-8%,-11,1%,-20%,-9%,-6%,?,10%
O=S(=O)(c1cc(F)cc(F)c1)N1CCN(c2ncccn2)CC1,-9%,-2%,1,1%,-9%,-10%,-1%,1%,-21%
CC(C)C[C@@H](CO)N1CCNCCC1=O,103%,13%,/,-2%,-11%&-12%,-6%,0%,12%&11%,-2%
CCOC(=O)N/N=C\c1ccc(OC(=O)c2ccc3c(c2)OCO3)cc1,-7%,-4%,0,-9%,-4%,-18%,-3%,44%[activator],-12%
C=CCNS(=O)(=O)c1ccc(C(=O)OCc2cc(=O)oc3cc(OC)ccc23)cc1,?,-8%,-6,1%,-21%,?,-10%,?,?
N#Cc1ccc(CN2CCN(C(=O)c3cc(Cl)c4c(c3)OCCO4)CC2)cc1,/,3%,-8,4%,3%,/,/,18%,-19%
COc1ccc(NC(=O)C2CCN(c3cc(C)nc4c(-c5ccc(Cl)cc5)c(C)nn34)CC2)cc1,13%,/,/,2%,-4%,5%,-3%,19%,-9%
CCOC(=O)CNC(=O)Nc1cccc(Cl)c1C,0%,-8%,-7,i,-25%,-7%,-4%,13%,3%
CC1CCCC(C)N1C(=O)COC(=O)c1cc([N+](=O)[O-])ccc1N1CCOCC1 (stereo not given),/,28%,/,-2%,0%,/,/,4%,-8%
C=CCNC(=O)COC(=O)COc1ccc(Cl)cc1,11%,-3%,3,-4%,-9%,-4%,3%,2%,-12%
CCCC(=O)Nc1ccccc1C(=O)OCc1cc(=O)n2nc(C(C)C)sc2n1,14%,/,2,17%,-12%[60.1 µM],3%,1%,-16%,-5%
COc1ccc(CCC(=O)Nc2cc3c4c(c2)CC(=O)N4CCC3)cc1,/,55%[activator],-6,i,-3%,/,/,20%,-10%
O=c1c2c(-c3cccc([N+](=O)[O-])c3)ccnc2[nH]n1-c1ccccc1,23%,15%,7,-1%,-20%,3%,0%,?,0%
COc1ccc(C(=O)NC(=S)Nc2cccc(Cl)c2N2CCOCC2)cc1[N+](=O)[O-],1%,-5%,-7,-2%,4%,-15%,-7%,8%,-7%
CC(C)C(C(=O)NCC1CCCO1)N(C(=O)CNS(=O)(=O)c1ccc(F)cc1)C1CCCCC1 (stereo not given),69%,0%,-6,-8%,2%,6%,-19%,87%[activator],-12%
CCOC(=O)c1ccc2c(c1)N(CC(=O)N(C)c1ccccc1)C(=O)c1ccccc1S2,-17%,/,/,4%,-10%[60.1 µM],5%,-6%,23%,-10%
Cc1ccccc1NC(=S)N(CCN1CCCCC1)Cc1ccco1,2%,14%,7,-13%,-11%,-9%,-3%,19%,-7%
CCOC(=O)c1ccc(-c2c(-c3ccc(OC)cc3)oc(=O)c3cc(OC)c(OC)cc23)cc1F,/,34%,/,i,18%,/,/,15%,-3%

# Reformatted: results already given.
# Each structure is followed by: POLB inh	APE1 inh	RXFP1 antagonist	Tb PGK inh	Pol kappa inh	Apoferritin bind	BLM helicase inh	Pol iota inh	POLH inh
> COc1ccc(NC(=O)C2CCN(c3cc(C)nc4c(-c5ccc(Cl)cc5)c(C)nn34)CC2)cc1
→ 13%	/	/	2%	-4%	5%	-3%	19%	-9%
> CCOC(=O)CNC(=O)Nc1cccc(Cl)c1C
→ 0%	-8%	-7	i	-25%	-7%	-4%	13%	3%
> CC1CCCC(C)N1C(=O)COC(=O)c1cc([N+](=O)[O-])ccc1N1CCOCC1 (stereo not given)
→ /	28%	/	-2%	0%	/	/	4%	-8%
> C=CCNC(=O)COC(=O)COc1ccc(Cl)cc1
→ 11%	-3%	3	-4%	-9%	-4%	3%	2%	-12%
> CCCC(=O)Nc1ccccc1C(=O)OCc1cc(=O)n2nc(C(C)C)sc2n1
→ 14%	/	2	17%	-12%[60.1 µM]	3%	1%	-16%	-5%
> COc1ccc(CCC(=O)Nc2cc3c4c(c2)CC(=O)N4CCC3)cc1
→ /	55%[activator]	-6	i	-3%	/	/	20%	-10%
> O=c1c2c(-c3cccc([N+](=O)[O-])c3)ccnc2[nH]n1-c1ccccc1
→ 23%	15%	7	-1%	-20%	3%	0%	?	0%
> COc1ccc(C(=O)NC(=S)Nc2cccc(Cl)c2N2CCOCC2)cc1[N+](=O)[O-]
→ 1%	-5%	-7	-2%	4%	-15%	-7%	8%	-7%
> CC(C)C(C(=O)NCC1CCCO1)N(C(=O)CNS(=O)(=O)c1ccc(F)cc1)C1CCCCC1 (stereo not given)
→ 69%	0%	-6	-8%	2%	6%	-19%	87%[activator]	-12%
> CCOC(=O)c1ccc2c(c1)N(CC(=O)N(C)c1ccccc1)C(=O)c1ccccc1S2
→ -17%	/	/	4%	-10%[60.1 µM]	5%	-6%	23%	-10%
> Cc1ccccc1NC(=S)N(CCN1CCCCC1)Cc1ccco1
→ 2%	14%	7	-13%	-11%	-9%	-3%	19%	-7%
> CCOC(=O)c1ccc(-c2c(-c3ccc(OC)cc3)oc(=O)c3cc(OC)c(OC)cc23)cc1F
→ /	34%	/	i	18%	/	/	15%	-3%

# Screening data deposited in PubChem BioAssay by National Center for Advancing Translational Sciences (NCATS).

# These rows are one share of the data, so the mix of outcomes need not match the whole.
